ATXN2 expr inh – Primary qHTS for Inhibitors of ATXN expression; HEK-293 ATXN2-luciferase reporter, luminescence, 24 h; Potency, µM (top dose mostly 57 µM), without a hit: at the top dose activity change, negative = inhibition, most hits filed as inhibitors; 360,000 tested, 0.72% active; AID 1745845, 2022; further: on the % scale 0 is the no-effect control and ±100 the full control effect; nearly all actives have a fitted effect of over 55% in size
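qHTS (up to 57 uM final) was run with 24 h compound exposure of reporter cells at 37 °C. Each well was multiplexed: SteadyGlo luminescence measured ATXN2-luciferase expression after a fluorogenic Gly-Phe-AFC viability readout (25 uM final).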
S2 tox – Viability Counterscreen for Primary qHTS for Inhibitors of ATXN expression | S2 cells (HEK-293 line with an ATXN2-luciferase reporter) viability, CellTiter-Fluor protease fluorescence, 24 h | Potency, µM (titrated, usually from 56.7 µM), most hits filed as cytotoxic | 400,000 tested, 0.49% active | AID 651635, 2014; further: nearly all actives have a fitted effect of over 40% in size
Nrf2 inh – Nrf2 qHTS screen for inhibitors; 360,000 tested, 2.1% active; Potency, µM (series often up to 46 µM), for the others: top-dose activity change, negative = inhibition, hits mostly inhibitors; A549 ARE-Fluc reporter, luciferase luminescence, 18-24 h; AID 504444, 2011; further: on the % scale 0 is the no-effect control and ±100 the full control effect; nearly all actives have a fitted effect of over 60% in size
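A549 ARE_Fluc cells (5000/well, 5% FBS OPTI-MEM) pre-incubated 2 h, then treated with compounds 18-24 h at 37C/5% CO2 in concentration-response. CellTiter-Fluor viability read first; BugLite luciferase luminescence after 15 min at room temperature gives Nrf2 activity.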
EPAC2 antag – qHTS for Antagonist of cAMP-regulated guanine nucleotide exchange factor 2 (EPAC2): primary screen. Rap guanine nucleotide exchange factor 4 (Homo sapiens), Q8WZA2. EPAC2 GEF exchange of Rap1B-BODIPY-GDP, fluorescence. Potency, µM (series often up to 114 µM), for inactives: at the top dose activity, negative = inhibition, usual class: inhibitors. 360,000 tested, 0.18% active. AID 720708, 2013; further: on the % scale 0 is the no-effect control and ±100 the full control effect; nearly all actives have a fitted effect of over 45% in size; many of its hits are not listed in these tables
Target sequence (Q8WZA2 whole entry, looked up): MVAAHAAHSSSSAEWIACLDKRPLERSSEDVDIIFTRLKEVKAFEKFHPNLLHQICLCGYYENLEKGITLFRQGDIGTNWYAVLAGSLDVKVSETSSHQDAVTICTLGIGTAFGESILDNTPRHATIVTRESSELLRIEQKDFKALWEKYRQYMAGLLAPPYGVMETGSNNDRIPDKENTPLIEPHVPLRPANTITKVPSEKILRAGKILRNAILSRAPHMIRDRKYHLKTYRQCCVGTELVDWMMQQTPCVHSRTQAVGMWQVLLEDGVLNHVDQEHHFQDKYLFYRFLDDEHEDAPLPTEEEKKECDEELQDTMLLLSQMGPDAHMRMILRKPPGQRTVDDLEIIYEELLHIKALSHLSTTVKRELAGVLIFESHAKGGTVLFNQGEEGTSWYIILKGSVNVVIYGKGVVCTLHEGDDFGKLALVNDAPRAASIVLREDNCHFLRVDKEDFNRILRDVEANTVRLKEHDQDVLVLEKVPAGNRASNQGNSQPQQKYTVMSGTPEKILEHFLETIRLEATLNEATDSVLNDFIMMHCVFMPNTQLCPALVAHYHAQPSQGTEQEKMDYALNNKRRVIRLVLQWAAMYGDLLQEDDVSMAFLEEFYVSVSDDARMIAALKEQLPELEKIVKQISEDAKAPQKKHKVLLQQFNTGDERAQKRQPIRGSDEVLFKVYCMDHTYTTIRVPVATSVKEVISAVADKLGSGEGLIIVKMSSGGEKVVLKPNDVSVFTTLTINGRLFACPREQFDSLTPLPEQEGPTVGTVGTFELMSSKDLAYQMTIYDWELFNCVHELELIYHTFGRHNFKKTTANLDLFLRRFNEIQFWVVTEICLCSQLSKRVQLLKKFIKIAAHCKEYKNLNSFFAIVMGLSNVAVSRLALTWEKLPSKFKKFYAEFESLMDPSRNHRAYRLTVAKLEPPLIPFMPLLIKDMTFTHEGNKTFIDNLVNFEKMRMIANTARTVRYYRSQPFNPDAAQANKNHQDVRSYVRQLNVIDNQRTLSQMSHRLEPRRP
TGFb inhibitor – qHTS for Inhibitors of TGF-b. HepG2 CAGA-GFP TGF-b/SMAD3 reporter, GFP fluorescence, 18 h; TGF-beta stimulated, 500 pg/mL final. Potency, µM (series often up to 46.1 µM), inactives show at the top dose activity, negative = inhibition, actives largely listed as inhibitors. 410,000 tested, 1.2% active. AID 588855, 2011; further: on the % scale 0 is the no-effect control and ±100 the full control effect; nearly all actives have a fitted effect of over 65% in size
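HEPG2 CAGA-GFP reporter cells (1000/well, DMEM with 1% FBS) received compounds, then recombinant TGF-beta at 500 pg/mL final for 18 hours at 37 degrees C. Per-cell GFP summed per well was normalised to unstimulated and stimulated DMSO controls before curve fitting.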
A549 viability – Nrf2 qHTS screen for inhibitors: counterscreen for cytotoxicity; A549 ARE-Fluc cells, CellTiter-Fluor viability, 18-24 h; Potency, µM (titrated, usually from 46 µM), for the others: top-dose activity change, negative = cytotoxicity, hits mostly inhibitors; 390,000 tested, 0.16% active; AID 504648, 2011; further: on the % scale 0 is the no-effect control and ±100 the full control effect
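A549 ARE_Fluc cells in 5% FBS OPTI-MEM were exposed to compounds in concentration-response for 18-24 h at 37 deg C. Viability was read by CellTiter-Fluor fluorescence (Ex 405/Em 525) after 30 min, before the luciferase read.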
HepG2 tox – qHTS for Inhibitors of TGF-b: Cytotox Counterscreen | HepG2 CAGA-GFP viability, ATP luminescence, 18 h | Potency, µM (titrated, usually from 46.1 µM), without a hit: at the highest dose activity change, negative = cytotoxicity, hits mostly cytotoxic | 410,000 tested, 0.76% active; further: some results filed as inactive show a strong effect at the top dose
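HepG2 CAGA-GFP cells (1000/well, DMEM with 1% FBS) received compound, then TGF-beta at 500 pg/mL final, and were incubated 18 hours at 37 degrees C. Viability was read by CellTiter-Glo luminescence. Media-only wells were set as complete cell-killing and DMSO as no toxicity.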
MCF10A rerep – A quantitative high throughput screen for small molecules that induce DNA re-replication in MCF 10a normal breast cells. MCF 10A DNA re-replication, Hoechst nuclear intensity, 48 h. Potency, µM (top dose mostly 46.1 µM), without a hit: top-dose activity, positive = re-replication, usual class: activators. 350,000 tested, 2.9% active. AID 624296, 2012; further: % of control where 0% means no effect; nearly all actives have a fitted effect of over 50% in size
Nrf2 ARE act – qHTS of Nrf2 Activators; Potency, µM (doses to about 46.1 µM), without a hit: at the highest dose activation, actives largely listed as activators; AREc32 ARE-luciferase reporter (MCF7-derived line), luminescence, 24 h; 410,000 tested, 0.31% active; AID 624171, 2012; further: % of control where 0% means no effect; nearly all actives have a fitted effect of over 65% in size
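Quantitative high-throughput format: AREc32 reporter cells, 1000 per well, received compound by pin transfer and were incubated 24 hr at 37 deg C, 5% CO2, before Steady-Glo luminescence detection.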
The depositor's hits bear a star; i = inactive; u = inconclusive; x = no result given; [ ] = another dose, or the depositor's remark. The call rests on the fitted dose curve; in most records, active means well fitted curve in the direction sought with a large enough effect; inconclusive means small, poorly fitted or top-dose-only effect, or another doubt; inactive means no such curve, though single readings can be large; an effect the other way counts as inactive or inconclusive. Potency means the concentration at half of the fitted maximal effect. A portion of the library; the hit share may differ from the screen's.

SMILES	ATXN2 expr inh	S2 tox	Nrf2 inh	EPAC2 antag	TGFb inhibitor	A549 viability	HepG2 tox	MCF10A rerep	Nrf2 ARE act
CC(OC(=O)CCN=C1NS(=O)(=O)c2ccccc21)C(=O)Nc1ccccc1F (configuration not stated)	4%	i	-3%	3%	-23%	-2%	-5%	-1%	2.0%
Cc1ccc(C(=O)OCC(=O)Nc2ccc3[nH]c(=O)[nH]c3c2)o1	-8%	i	8%	25%	16%	6%	3%	-2%	2.5%
COC(=O)c1ccc(N2CCN(C)CC2)c(NC(=O)c2cccnc2)c1	-16%	i	3%	8%	13%	3%	-3%	0%	2.5%
CN1C=CC=C/C1=C(\C#N)c1nc2ccccc2[nH]1	-5%	i	4%	-1%	-4%	-12%[1.84 µM]	-24%	0%	2.6%
CCOC(=O)[C@]12CCC=C1N(Cc1ccccc1)C(=O)[C@H](CC(=O)NCc1ccccc1)C2	12%	i	x	1%	x	x	x	x	-0.2%
COCCN(C(=O)Cn1nnc2ccccc21)C(C(=O)NC1CCCC1)c1cccc(OC)c1OC (configuration not stated)	2%	i	7%	14%	11%	-20%	-5%	-5%	-0.1%
C[C@H]1CN([C@@H](C)CO)C(=O)c2cccc(NC(=O)Nc3ccc(F)cc3)c2O[C@@H]1CN(C)Cc1ccc(C(=O)O)cc1	0%	i	-10%	7%	-1%	-4%	1%	1%	0.4%
CCOc1ccccc1N1CC(C(=O)Nc2ccccc2CC)CC1=O (configuration not stated)	-6%	i	-1%	3%	4%	-2%	-22%	-13%	-0.2%
O=C(N/N=C/c1cccc(Br)c1)c1ccc(Cn2cc(Br)cn2)o1	-10%	i	u	-8%	u	-1%	-15%	14%	3.0%
Cc1ccc(S(=O)(=O)Nc2ncccn2)cc1	x	i	4%	6%	-4%	5%	-7%	-3%	-0.4%
F[B-](F)(F)c1cnc2ccccc2c1	-8%	i	-9%	14%	25%	-2%	-8%	-11%	0.2%
O=C1c2ccccc2NC(c2ccc(F)cc2)N1Cc1ccco1 (configuration not stated)	-16%	i	-19%	-13%	0%	4%	-23%	9%	0.2%
Cc1c(NC(=O)c2cc3c(=O)n4ccccc4nc3s2)c(=O)n(-c2ccccc2)n1C	18%	i	-5%	-6%	-1%	0%	5%	-13%	-2.5%
C/C(NC(=O)c1ccccc1)=C1/C(=O)CC2C1C2(C)C (configuration not stated)	91%[activator]	i	x	-1%	-3%	13%	1%	u	3.4%
COc1ccc(C2NC(=O)NC(c3ccccc3)=C2c2nc3ccccc3s2)cc1 (configuration not stated)	-2%	u	u	-1%	-15%	u	-32%	6%	0.4%
COc1ccccc1N1CCN(C(=O)c2oc3ccc(Br)cc3c2C)CC1	-30%	u	4%	-7%	-16%	-11%	-2%	16µM*	-0.5%
C/C(=N\NC(=O)Cn1c(-c2ccccn2)nc2ccccc21)c1ccccc1	x	i	3%	18%	-6%	-2%	0%	6%	0.4%
COc1cc(C(=O)Nc2c(C(=O)O)[nH]c3ccccc23)cc(OC)c1OC	-2%	i	4%	7%	-5%	3%	-12%	10%	4.4%
FC(F)(F)c1nc2ccccc2nc1N/N=C\c1ccccc1	34%[activator]	i	x	-5%	u	-2%	-14%	18%	u
CCN(Cc1ccccc1)Cc1c(C)[nH]c2c(C)c(C)ccc2c1=O	1%	i	15%	1%	0%	11%	-4%	-5%	2.1%
CC12CCC(C(=O)Nc3ccc4c(c3)OCCO4)(OC1=O)C2(C)C (configuration not stated)	4%	i	16%	12%	1%	-5%	6%	3%	0.3%
COc1ccc(-c2cc3nc(C)c(CCC(=O)N4CCN(c5ccccc5F)CC4)c(C)n3n2)c(OC)c1	11%	i	-4%	x	-1%	-5%	-13%	x	0.2%
CCCn1cnc2cc(NCc3ccc(OC)cc3OC)ccc21	5%	i	-13%	x	u	-6%	-32%	x	0.7%
Cc1nc2ccn(Cc3ccco3)c(=O)c2cc1C(=O)NCc1ccccc1F	x	x	-13%	x	-16%	0%	-20%	x	13%
O=C(NCC1CCCO1)c1ccc2c(c1)N(Cc1ccccc1)C(=O)CS2 (configuration not stated)	-9%	i	-2%	6%	0%	0%	-1%	0%	-0.3%
COc1ccc(/C=C2\SC(=O)N(CCNC(=O)CN3C(=O)NC4(CCCC4)C3=O)C2=O)cc1	144%[activator]	i	u	1%	-14%	-7%	-3%	11%	-0.3%
CC(C)C[C@@H](CNCC(=O)[C@H](CC(C)C)NC(=O)c1[nH]cnc1C(=O)N[C@H](CN)CC(C)C)NC(=O)c1nc[nH]c1C(=O)N[C@@H](CC(=O)O)C(=O)O	4%	i	-1%	19%	-24%	3%	-36%	u	0.3%
Cc1cccc(CN2C(=O)CC(c3ccc(Cl)cc3)c3c(C)nn(-c4nc(C)cc(C)n4)c32)c1 (configuration not stated)	-38%	u	-25%	x	u	-17%	-27%	x	1.2%
CCOc1ccc(S(=O)(=O)NCCSc2ccccc2)cc1	-14%	i	9%	-2%	-11%	x	-4%	-1%	-0.8%
CC1(C)CN(Cc2ccccc2)C(=O)[C@H]1CC(=O)Nc1ccc(Br)cc1	-15%	i	x	-17%	-22%	x	-44%	x	-0.1%
CC(C)NC(=O)c1ccc2c(c1)N(CC(=O)NC1CCCCC1)C(=O)C(C)(C)O2	-1%	i	24%	13%	1%	-5%	-1%	11%	-0.3%
Cc1c(NC(=O)Nc2ccc(Cl)c(Cl)c2)c(=O)n(-c2ccccc2)n1C	2%	i	4%	18%	-25%	-3%	0%	1%	0.2%
Fc1ccc(CNc2nc3c(-c4ccc(F)cc4)nnn3c3ccccc23)cc1	14%	i	6%	x	-44%	-2%	2%	x	6.1%
CC1CC(C)(C)N(C(=O)CN2C(=O)CCC2=O)c2ccccc21 (configuration not stated)	14%	i	3%	3%	-1%	1%	1%	1%	-0.6%
Cc1cc(NS(=O)(=O)c2c(C(=O)N3CCOCC3)c(C)n(C)c2C)ccc1Br	0%	i	-29%	-1%	0%	3%	-1%	12%	-1.9%
CCOC(=O)c1noc2ncnc(N3CCN(c4ccccc4OC)CC3)c12	-19%	i	-27%	x	u	3%	-18%	x	0.0%

11 structures already listed, ordered by molecular weight, ascending:
SMILES	ATXN2 expr inh	S2 tox	Nrf2 inh	EPAC2 antag	TGFb inhibitor	A549 viability	HepG2 tox	MCF10A rerep	Nrf2 ARE act
CC1CC(C)(C)N(C(=O)CN2C(=O)CCC2=O)c2ccccc21 (configuration not stated)	14%	i	3%	3%	-1%	1%	1%	1%	-0.6%
CCOc1ccc(S(=O)(=O)NCCSc2ccccc2)cc1	-14%	i	9%	-2%	-11%	x	-4%	-1%	-0.8%
O=C(NCC1CCCO1)c1ccc2c(c1)N(Cc1ccccc1)C(=O)CS2 (configuration not stated)	-9%	i	-2%	6%	0%	0%	-1%	0%	-0.3%
CCOC(=O)c1noc2ncnc(N3CCN(c4ccccc4OC)CC3)c12	-19%	i	-27%	x	u	3%	-18%	x	0.0%
Fc1ccc(CNc2nc3c(-c4ccc(F)cc4)nnn3c3ccccc23)cc1	14%	i	6%	x	-44%	-2%	2%	x	6.1%
Cc1c(NC(=O)Nc2ccc(Cl)c(Cl)c2)c(=O)n(-c2ccccc2)n1C	2%	i	4%	18%	-25%	-3%	0%	1%	0.2%
CC(C)NC(=O)c1ccc2c(c1)N(CC(=O)NC1CCCCC1)C(=O)C(C)(C)O2	-1%	i	24%	13%	1%	-5%	-1%	11%	-0.3%
CC1(C)CN(Cc2ccccc2)C(=O)[C@H]1CC(=O)Nc1ccc(Br)cc1	-15%	i	x	-17%	-22%	x	-44%	x	-0.1%
Cc1cc(NS(=O)(=O)c2c(C(=O)N3CCOCC3)c(C)n(C)c2C)ccc1Br	0%	i	-29%	-1%	0%	3%	-1%	12%	-1.9%
Cc1cccc(CN2C(=O)CC(c3ccc(Cl)cc3)c3c(C)nn(-c4nc(C)cc(C)n4)c32)c1 (configuration not stated)	-38%	u	-25%	x	u	-17%	-27%	x	1.2%
COc1ccc(/C=C2\SC(=O)N(CCNC(=O)CN3C(=O)NC4(CCCC4)C3=O)C2=O)cc1	144%[activator]	i	u	1%	-14%	-7%	-3%	11%	-0.3%

Continued:
SMILES	ATXN2 expr inh	S2 tox	Nrf2 inh	EPAC2 antag	TGFb inhibitor	A549 viability	HepG2 tox	MCF10A rerep	Nrf2 ARE act
CCN(CC)C(=O)C1CCCN(c2ccc([N+](=O)[O-])cc2)C1 (configuration not stated)	-18%	u	-14%	0%	1%	u	0%	2%	-0.8%
CC(=O)C1=CCC(c2ccc(C(C)C)cc2)N(S(=O)(=O)c2ccc(C)cc2)C1 (configuration not stated)	-19%	u	x	-2%	u	x	-10%	x	19%
COc1ccc(-n2cnc3c(cnn3CCC#N)c2=N)cc1	18%	i	x	4%	6%	4%	0%	1%	2.2%
CCc1ccc(C2CC(c3ccc(Cl)cc3)=NNC2=O)cc1 (configuration not stated)	16%	i	2%	-8%	0%	-3%	-9%	9%	0.4%
COC(=O)CS(=O)(=O)c1cc(Br)cc2c1N(C(C)=O)CC2	1%	i	x	9%	2%	-6%	-6%	-2%	3.3%
COc1ccc(C)c2sc(=NC(=O)c3ccccc3)n(C)c12	58%[activator]	i	u	-11%	-8%	28%	-12%	22%	21%
COc1cc(C(=O)NCCC(C)C)ccc1OCc1ccc(Cl)cc1Cl	12%	i	u	2%	-9%	0%	-7%	u	1.8%
CCOc1cc2[nH]c(=O)n(CCC(=O)NCc3ccc(OC)cc3)c(=O)c2cc1OCC	x	x	-6%	-3%	-1%	1%	-3%	1%	-0.4%

Bioassay records from PubChem.
